Pin1 inhibitor: inhibitors of human Pin1 | Potency, µM (top dose mostly 115 µM), for the others: at the top dose activity, negative = inhibition, usual class: inhibitors | Q13526 | AID 504891 | Pin1 FP peptide displacement, HiFluor488, 10 min | actives 0.009% (n = 390,000); active means well fitted inhibition curve with a large enough effect in the polarisation, with a control signal flat, not every such curve was filed as active; inconclusive means small, poorly fitted or top-dose-only effect, or effect the other way, or a change in a side signal; inactive means no such curve, though single readings can be large or run the other way; the % refers to the polarisation; further: potency means the concentration at half of the fitted maximal effect; on the % scale 0 is the no-effect control and ±100 the full control effect
ERG Ets-DNA blk: ERG Ets/DNA interaction inhibition; P11308; fluorescence polarization, His-ERG Ets domain / labelled DNA; Potency, µM (highest dose often 76.9 µM), for the others: at the top dose FP activity, negative = inhibition, most hits filed as inhibitors; actives 0.028% (n = 370,000); AID 624246; active means well fitted inhibition curve with a large enough effect in the polarisation, with a control signal flat; inconclusive means small, poorly fitted or top-dose-only effect, or effect the other way, or a change in a side signal; inactive means no such curve, though single readings can be large or run the other way; the % refers to the polarisation;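 further: polarization taken with two DNA probes labelled with fluorescein and Texas red; potency means the concentration at half of the fitted maximal effect; % of control where 0% means no effect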
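His-tagged ERG Ets domain (1 uM in the protein solution; 300mM KCl, 50mM Tris-HCl, 1mM EDTA, 1mM DTT, pH 7.5) received compound, then a probe mix of 5 nM fluorescein-DNA and 100nM Texas-615-DNA. Fluorescence polarization was read for both dyes.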
GLS inhibitor: glutaminase GLS (human) inhibition; O94925; GLS enzymatic activity, qHTS titration; Potency, µM (series often up to 45.5 µM), for the others: top-dose activity change, negative = inhibition, most hits filed as inhibitors; actives 0.21% (n = 410,000); AID 624170; further: potency means the concentration at half of the fitted maximal effect; on the % scale 0 is the no-effect control and ±100 the full control effect
Target sequence (O94925 whole entry, looked up): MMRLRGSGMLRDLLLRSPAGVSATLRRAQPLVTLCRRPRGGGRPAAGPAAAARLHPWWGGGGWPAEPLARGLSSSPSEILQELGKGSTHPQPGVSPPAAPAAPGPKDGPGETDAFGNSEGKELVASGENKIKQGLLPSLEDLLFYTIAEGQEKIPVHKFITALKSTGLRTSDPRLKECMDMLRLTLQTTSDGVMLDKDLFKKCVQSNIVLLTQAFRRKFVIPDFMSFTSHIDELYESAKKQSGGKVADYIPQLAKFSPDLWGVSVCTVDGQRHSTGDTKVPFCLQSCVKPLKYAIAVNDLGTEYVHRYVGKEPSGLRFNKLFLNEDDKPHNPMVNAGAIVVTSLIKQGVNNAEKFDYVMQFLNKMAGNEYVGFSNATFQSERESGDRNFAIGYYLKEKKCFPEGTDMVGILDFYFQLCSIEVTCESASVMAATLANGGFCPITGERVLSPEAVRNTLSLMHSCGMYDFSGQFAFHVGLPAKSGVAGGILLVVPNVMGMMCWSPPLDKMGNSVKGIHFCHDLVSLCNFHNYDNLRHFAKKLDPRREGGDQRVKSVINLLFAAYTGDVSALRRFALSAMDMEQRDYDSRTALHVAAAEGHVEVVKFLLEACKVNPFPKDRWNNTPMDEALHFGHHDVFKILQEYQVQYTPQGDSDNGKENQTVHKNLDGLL
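Read-out is an Amplex red fluorescence increase coupled through glutamate oxidase and HRP, measured before and after 30 min room-temperature incubation. hKGA is in 45 mM KH2PO4 (pH 8.2) with 0.02% Tween-20; glutamine added as 1mM solution.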
JMJD2A Tudor inh: inhibitors of human JMJD2A Tudor domain; AlphaScreen JMJD2A-Tudor / H3K4me3 peptide binding; Potency, µM (top dose mostly 114 µM), for inactives: top-dose activity change, negative = inhibition, usual class: inhibitors; actives 4.4% (n = 390,000); AID 504339; further: potency means the concentration at half of the fitted maximal effect; on the % scale 0 is the no-effect control and ±100 the full control effect; nearly all actives have a fitted effect of over 50% in size
G9a inh: blocks human histone lysine methyltransferase G9a. Q96KQ7. G9a H3K9 monomethylation, AlphaScreen, 2 h. Potency, µM (titrated, usually from 102 µM), for the others: at the top dose activity, negative = inhibition, hits mostly inhibitors. actives 8.8% (n = 350,000); further: potency means the concentration at half of the fitted maximal effect; on the % scale 0 is the no-effect control and ±100 the full control effect; nearly all actives have a fitted effect of over 75% in size
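G9a (20 nM) was preincubated 15 min with compound, then reacted 2 h at room temperature with 500 nM biotin-H3K9 peptide and 20 µM SAM. Monomethyl-H3K9 detected by AlphaScreen using anti-H3K9me1 antibody.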
HP1b binding inh: HP1-beta chromodomain-methylated histone interaction inhibition | P83916 | Potency, µM (top dose mostly 114 µM), for inactives: at the top dose activity change, negative = inhibition, most hits filed as inhibitors | AlphaScreen HP1-beta / biotin-H3K9me3 peptide binding | actives 0.56% (n = 390,000); further: potency means the concentration at half of the fitted maximal effect; nearly all actives have a fitted effect of over 70% in size; inactives centre near 23
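Compound inhibition of the preformed complex between 50 nM HP1-beta and 50 nM biotinylated H3K9me3 peptide was read by AlphaScreen. Buffer was PBS pH 7.4 with 0.01% Tween-20. Incubations ran 30 min at room temperature, with 10 ug/mL donor/acceptor beads.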
Tb PGK inh: blocks T. brucei phosphoglycerate kinase | PGK/GAPDH coupled, Kinase-Glo luminescence, 60 min | actives 0.043% (n = 380,000) | AID 602233 | Potency, µM (titrated, usually from 57.5 µM), inactives show at the highest dose activity change, negative = inhibition, most hits filed as inhibitors | P07378; further: potency means the concentration at half of the fitted maximal effect; on the % scale 0 is the no-effect control and ±100 the full control effect; nearly all actives have a fitted effect of over 60% in size
Target sequence (P07378 whole entry, looked up): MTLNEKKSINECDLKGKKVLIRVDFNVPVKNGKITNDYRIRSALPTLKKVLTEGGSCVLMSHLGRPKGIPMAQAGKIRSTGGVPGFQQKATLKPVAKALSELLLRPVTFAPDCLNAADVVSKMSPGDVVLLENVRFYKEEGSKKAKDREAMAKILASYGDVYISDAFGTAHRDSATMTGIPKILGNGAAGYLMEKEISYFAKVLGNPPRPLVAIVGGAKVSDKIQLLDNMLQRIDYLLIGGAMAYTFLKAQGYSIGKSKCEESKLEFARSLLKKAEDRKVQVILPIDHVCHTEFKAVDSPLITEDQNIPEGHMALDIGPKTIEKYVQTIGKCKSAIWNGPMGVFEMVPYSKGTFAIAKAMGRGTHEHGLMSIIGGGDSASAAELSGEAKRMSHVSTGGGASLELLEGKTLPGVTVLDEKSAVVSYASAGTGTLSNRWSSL
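Luminescent ATP detection (Kinase-Glo Plus) follows a 60-minute room-temperature incubation, with wells lacking PGK as controls. Buffer: 100 mM TEA (pH 7.6), 5 mM MgCl2, 0.01% Tween-20. Coupling enzyme GAPDH (100 nM final) supplies unstable 1,3-BPG in-well.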
BAZ2B inh: BAZ2B (human) inhibition; Q9UIF8; AlphaScreen BAZ2B-H3K14Ac peptide displacement; Potency, µM (doses to about 114 µM), for inactives: at the top dose activity change, negative = inhibition, usual class: inhibitors; actives 4.4% (n = 360,000); further: potency means the concentration at half of the fitted maximal effect; on the % scale 0 is the no-effect control and ±100 the full control effect; nearly all actives have a fitted effect of over 60% in size
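BAZ2B 50 nM plus b-H3(5-23)K14Ac 50 nM, PBS pH 7.4/0.01% Tween-20, 30 min RT; compound added (max 110 uM), 30 min RT; streptavidin donor/Ni-chelate acceptor beads 10 ug/mL final, 20 min dark; AlphaScreen read.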
PI4K2A inh: blocks human PI4K2A kinase activity | Q9BTU6 | purified PI4K2A, ADP-Glo luminescence, 1 h; hits give low values | activity change, negative = inhibition, % at 76.9 µM | actives 0.13% (n = 420,000) | AID 1346378; in the data active means activity change below about -50%; inconclusive means mostly about -30% to -49%;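 further: -100% = wells without enzyme as full effect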
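PI4K2A activity was measured by ADP-Glo luminescence: enzyme (4 ug/mL stock) and phosphatidylinositol (1.2 mM stock) in Tris pH 7.5/MgCl2/EGTA/Triton X-100 buffer were reacted with ATP (300 microM stock) for one hour at ambient temperature.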
* = called active by the depositor; i = inactive; ? = inconclusive; / = not tested or not shown; [ ] = dose if it differs, or a comment. Unless noted, the call rests on the fitted dose curve; in most records, active means well fitted curve in the direction sought with a large enough effect; inconclusive means small, poorly fitted or top-dose-only effect, or another doubt; inactive means no such curve, though single readings can be large; an effect the other way counts as inactive or inconclusive.

entry	Structure	Pin1 inhibitor	ERG Ets-DNA blk	GLS inhibitor	JMJD2A Tudor inh	G9a inh	HP1b binding inh	Tb PGK inh	BAZ2B inh	PI4K2A inh
1	Cc1cc(NC(=O)CSc2nc(Cc3ccccc3)c(C)[nH]2)no1	0%	1%	-20%	-25%	?	12%	-1%	-37%	-18
2	O=c1sc2ccccc2c(N2CCCC2)c1[N+](=O)[O-]	-1%	6%	-3%	-3%	-41%	55%[activator]	-6%	-13%	-5
3	O=S(=O)(c1cccs1)N1CCN(c2ccccc2Cl)CC1	19%	12%	9%	28%	/	67%[activator]	-10%	/	-9
4	O=C(NCC1CCCO1)C(=O)NCC(c1ccco1)N1CCN(c2ccc(F)cc2)CC1 (stereo unspecified)	-2%	13%	26%	-22%	4%[59 µM]	-11%	i	2%	9
5	Cc1noc(C)c1COC(=O)c1ccc2ccccc2n1	1%	-13%	4%	9%	-13%[59 µM]	14%	-6%	7%	2
6	CCCn1c(SCC(=O)N2CCCc3ccccc32)nnc1-c1ccco1	2%	-3%	-1%	-11%	-19%[59 µM]	33%	i	6%	4
7	Cc1ccc(S(=O)(=O)CC(=O)Nc2nccs2)cc1	-8%	2%	3%	-12%	0%	1%	i	?	-7
8	CCC(C)(C(=O)Nc1ccccc1C)N(C(=O)CNC(C)=O)c1ccc(C)cc1 (stereo unspecified)	-6%	0%	0%	-12%	-3%	46%[activator]	-5%	-17%	1
9	Cc1ccc(C(=O)NNC(=O)C2CSC3(C)CCC(=O)N23)cc1 (stereo unspecified)	0%	-3%	4%	-15%	-1%	-8%	0%	-16%	-1
10	CC(=O)Nc1ccc(S(=O)(=O)N2CCNC(=O)CC2)cc1	-2%	1%	-2%	-5%	0%[59 µM]	19%	7%	1%	5
11	COc1ccc(-c2nc(C#N)c(NCCc3ccccc3)o2)cc1	1%	/	-3%	-8%	-11%[59 µM]	23%	-1%	1%	1
12	COc1ccc(NC(=O)/C(C#N)=C/c2ccc(Sc3nncn3C)c([N+](=O)[O-])c2)cc1	-4%	2%	14%	-31%	?	34%	-11%	-31%	-4
13	O=C(NCc1cccnc1)C(=O)NCC1OCCN1S(=O)(=O)c1ccccc1 (stereo unspecified)	38%[activator]	-3%	4%	-12%	14%	22%	-8%	-1%	2
14	Cc1cccc(NC(=O)C(C)N2C(=O)c3ccccc3S2(=O)=O)n1 (stereo unspecified)	-10%	/	15%	1%	7%	3%	i	11%	0
15	CN1CCC2(CC1)N=C(c1ccc(F)cc1)C(=S)N2C(=O)c1ccc(C(C)(C)C)cc1	0%	-5%	5%	32µM*	10µM*	32µM*	-7%	35µM*	-11
16	COc1ccccc1-c1nnn(C/C(N)=N/O)n1	-6%	-2%	14%	-2%	8%[59 µM]	36%[activator]	-6%	-3%	-2
17	COc1ccc(-n2c(=S)[nH]c3cc(C(=O)Nc4ccccc4OC)ccc3c2=O)c(OC)c1	1%	-2%	9%	-25%	43%[activator]	-1%	0%	-8%	1
18	CC1CN(c2nc(Nc3ccccc3F)nc(N)c2[N+](=O)[O-])CC(C)O1 (stereo unspecified)	0%	7%	1%	?	15%[0.501 µM]	62%[activator]	-8%	?	-11
19	CSc1ccccc1OCc1cc(C(=O)N(C)Cc2cnccn2)no1	-3%	19%	5%	1%	/	31%	-1%	-5%	-4
20	O=C(Nc1cccc(Cl)c1)c1ccc(NCCCN2CCOCC2)c([N+](=O)[O-])c1	19%	1%	0%	?	14%[0.501 µM]	?	-10%	45µM*	12
21	Cc1nonc1CN(C)C(=O)CC1C(=O)NCCN1Cc1c(F)cccc1Cl (stereo unspecified)	-10%	116%[activator][15.4 µM]	2%	-17%	7%	38%[activator]	-9%	1%	2
22	Cc1nc2ccccc2n1CC(O)COc1ccc(Br)cc1 (stereo unspecified)	-15%	-1%	-5%	-27%	?	-3%	0%	-24%	-1
23	O=C(Nc1cccnc1)C1(F)C(F)(F)C(F)(F)C(F)(F)C(F)(F)C1(F)F	3%	4%	-7%	79µM*	50µM*	14%	8%	-31%	-7
24	COc1ccccc1NS(=O)(=O)c1ccc(C(=O)NCC(c2ccccc2OC)N2CCCC2)cc1 (stereo unspecified)	11%	-11%	9%	-4%	/	46%[activator]	i	/	1
25	COC(=O)c1ccc(C(=O)OC)c(NC(=O)CSc2nc(-c3ccco3)cc(C(F)(F)F)n2)c1	-2%	-6%	7%	3%	/	34%	-7%	/	4
26	COc1ccccc1-c1cc(C(F)(F)F)nc(S(=O)(=O)CCCC(=O)NC(C)C)n1	?	-1%	-3%	-6%	38%[12.7 µM]	52%	-8%	10%	15
27	O=C(NCCN1CCOCC1)/C(=C\c1ccc(F)cc1)NC(=O)c1ccccc1	-1%	-12%	-13%	0%	-7%	53%[activator]	0%	-5%	11
28	O=c1cc(N2CCN(c3ccccc3)CC2)[nH]c(=O)n1-c1ccccc1	1%	-1%	32%[activator]	-9%	-33%	19%	-2%	/	-4
29	O=S(=O)(Nc1ccc(-n2cnnn2)cc1)c1cccs1	0%	9%	-6%	-7%	?	61%[activator]	-4%	-6%	-2
30	N#Cc1ccccc1S(=O)(=O)N1CCN(C(=O)CN2C(=O)NC3(CCCC3)C2=O)CC1	-4%	-1%	6%	-6%	-41%	-2%	2%	1%	1
31	Cc1cccc(NC(=O)c2oc3ccccc3c2NC(=O)Cc2coc3ccc(C(C)C)cc23)c1	-2%	-4%	0%	-4%	7%[59 µM]	20%	2%	2%	-8
32	Cc1ccccc1-c1nnn(CC(=O)N(C)CC(=O)Nc2ccccc2C(F)(F)F)n1	-6%	-8%	-2%	-17%	2%	15%	-2%	-8%	-2
33	CCc1c(C)nc2nc(SCc3ccccc3)[nH]n2c1=O	-2%	-4%	9%	-2%	12%	66%[activator]	7%	2%	5
34	CC(=O)NC(CCS(C)(=O)=O)C(=O)Nc1nc(C)cs1 (stereo unspecified)	-2%	/	-2%	-12%	16%[59 µM]	10%	-6%	-3%	-4
35	COC(=O)c1[nH]c(C)c(/C(O)=C2\C(=O)C(=O)N(CCN(C)C)C2c2ccc(C)o2)c1C (stereo unspecified)	-7%	-14%	0%	35µM*	40µM*	8%	-5%	-33%	-3
36	COc1ccccc1CNC(=O)CSc1nc(C)cs1	-8%	-6%	-3%	-5%	12%	40%[activator]	-9%	-2%	-7
37	COc1cc(CNc2ncn[nH]2)ccc1OCC(=O)NC(C)(C)C	-13%	-5%	4%	-1%	23%	8%	-7%	-11%	0
38	COc1cc2c(cc1OC)CN(C(=O)CNC(=O)c1ccc(OC(F)F)cc1)CC2	5%	-5%	0%	-20%	16%	29%	-3%	-15%	0
39	N#CC1=C(N)Oc2cc(O)c(Cl)cc2C1c1ccccc1F (stereo unspecified)	?	4%	12%	-13%	50µM*	26%	4%	-11%	4
40	CCCN(C(=O)Cn1c(=O)oc2cc(Cl)ccc21)c1ccc(C(C)C)cc1	-1%	-5%	-16%	18%	?	55%[activator]	i	-12%	3
41	Cc1c(Cl)cccc1NC(=O)c1cccc(NC(=O)N2CCSc3ncccc32)c1	4%	-5%	-8%	-14%	-30%[59 µM]	3%	1%	-18%	-4
42	Cn1c(=O)[nH]c(=O)c2c1nc(CN1CCOCC1)n2Cc1ccc(F)cc1	-2%	6%	-1%	-7%	6%	58%[activator]	-9%	-3%	-1
43	O=C(CC(=O)c1ccccc1)Nc1ccccc1	-5%	-1%	0%	-6%	/	23%	-7%	/	1
44	CC(=O)c1ccc(N2CCN(C(=O)c3cc(S(=O)(=O)N4CCCCCC4)cn3C)CC2)cc1	-6%	1%	15%	-20%	12%[59 µM]	16%[57 µM]	-9%	-21%	-1
45	Cc1ccc(C)c(OCCC(=O)Nc2ccccc2C(=O)NC2CC2)c1	1%	16%	-1%	-3%	/	28%[57 µM]	-1%	/	-2
46	CCN1CCN(CCCNC(=O)c2ccc3c(c2)NC(=O)c2ccccc2S3)CC1	1%	-16%	-6%	-19%	?	31%	-3%	-12%	-3
47	Cc1[nH]c2ccccc2c1C(=O)C(=O)NC1CC(=O)N(c2cccc(F)c2)C1 (stereo unspecified)	-8%	-3%	-6%	-6%	-26%[59 µM]	29%	-7%	-5%	2
48	CON1C(=O)C(=O)N(OC)C(C)(C)C1(C)C	-4%	5%	-1%	-9%	-13%[59 µM]	45%[activator]	-8%	-1%	-4
49	O=C(COC(=O)CCc1nc2ccccc2c(=O)[nH]1)Nc1ccccc1	2%	-8%	?	-9%	/	-18%	-23%	/	8
50	Cc1cc(C)c(C#N)c(N2CCN(Cc3ccccc3)CC2)n1	-6%	12%	4%	-16%	7%[2.33 µM]	21%	i	4%	8
51	O=C(CCCCC(=O)OCC1CCCO1)OCC1CCCO1 (stereo unspecified)	-2%	-1%	-11%	-2%	/	25%	-4%	/	8
52	COc1ccccc1C(=O)NNC(=O)c1ccccc1	4%	-13%	12%	-4%	1%	22%	-10%	-17%	-8
53	CCn1ccnc1CNC(=O)CC1C(=O)NCCN1CCCc1ccccc1 (stereo unspecified)	-9%	4%	6%	-24%	39%	21%	-7%	-18%	1
